# Screening results as filed in PubChem.
# AMA1 RON2 block: disrupts binding of P. falciparum AMA1 to RON2. AID 720542. AlphaScreen AMA1-biotinylated RON2 peptide binding. 360,000 compounds, 0.2% hits. Potency, µM (doses to about 58.2 µM), without a hit: at the highest dose activity change, negative = inhibition, most hits filed as inhibitors;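 note: potency is the fitted concentration of half-maximal effect; 0% = vehicle wells and -100% = peptide control; nearly all actives have a fitted effect of over 45% in size; some results filed as inactive show a strong effect at the top dose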
#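 AMA1 (3D7) with his tag at 25 nM final met compounds first, then biotinylated RON2 peptide at 25 nM; detection used donor plus acceptor beads, 10 µg/mL apiece, read by AlphaScreen after 30 min at room temperature.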
# HCMV inh: inhibitors of human cytomegalovirus. 410,000 compounds, 4.5% hits. activity change, negative = inhibition, % at 57.5 µM. HFF cells, HCMV-luciferase reporter, 72 h; hits give low values; in the data active = activity change below about -60%; inconclusive = no clear call, values can overlap the other calls; inactive = above about -39%
#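 Two compound doses tested in HFFs infected with HCMV-luciferase, MOI 1 PFU/cell, 72 h at 37C. Lysate luminescence read with OneGlo; data normalized against buffer-only and 10uM Salinomycin inhibitor controls.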
# AmpC detergent: inhibitors of E. coli AmpC beta-lactamase with detergent | P00811 | AmpC hydrolysis of nitrocefin, absorbance 480 nm, 0.01% Triton | Potency, µM (doses to about 114 µM), for inactives: at the highest dose activity change, negative = inhibition, usual class: inhibitors | 370,000 compounds, 0.041% hits;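 note: potency is the fitted concentration of half-maximal effect; 0% = no-compound wells and -100% = no-enzyme wells; nearly all actives have a fitted effect of over 25% in size; some results filed as inactive show a strong effect at the top dose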
# Target sequence (P00811 whole entry, looked up): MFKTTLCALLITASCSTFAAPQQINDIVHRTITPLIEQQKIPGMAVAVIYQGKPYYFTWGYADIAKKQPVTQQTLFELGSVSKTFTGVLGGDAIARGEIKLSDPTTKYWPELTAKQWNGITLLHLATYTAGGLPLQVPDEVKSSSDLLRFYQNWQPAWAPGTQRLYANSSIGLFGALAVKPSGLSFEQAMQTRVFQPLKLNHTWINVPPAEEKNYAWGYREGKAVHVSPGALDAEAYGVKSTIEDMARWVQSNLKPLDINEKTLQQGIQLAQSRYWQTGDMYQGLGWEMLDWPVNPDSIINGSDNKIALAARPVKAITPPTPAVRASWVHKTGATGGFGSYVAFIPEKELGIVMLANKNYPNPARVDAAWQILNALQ
#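 20 mM phosphate pH 7.0 + 0.01% (detergent screen) or 0.0001% Triton X-100; 5.3 nM AmpC reagent; cpd preinc 15 min RT; nitrocefin (800 uM stock) to start; A480 q20 s × 4 min; Activity was normalised to no-enzyme and no-compound control wells.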
# AmpC no deterg: inhibitors of E. coli AmpC beta-lactamase without detergent; P00811; AmpC nitrocefin hydrolysis, absorbance 480 nm, 0.0001% Triton; Potency, µM (top dose mostly 57.1 µM), without a hit: at the highest dose activity change, negative = inhibition, hits mostly inhibitors; 330,000 compounds, 0.52% hits; AID 485341;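 note: potency is the fitted concentration of half-maximal effect; plate controls were no compound for no effect and no enzyme for full effect; nearly all actives have a fitted effect of over 20% in size; some results filed as inactive show a strong effect at the top dose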
#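 AmpC (5.3 nM in the dispensed reagent) in 20 mM phosphate pH 7.0 with 0.01% (detergent screen) or 0.0001% Triton X-100 was preincubated with compounds for 15 min at room temperature. Nitrocefin was then added from an 800 uM solution, and hydrolysis was followed at 480 nm.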
# Sm TGR block: S. mansoni TGR enzyme inhibition. Q962Y6. purified TGR, DTNB reduction, TNB absorbance 405 nm. Potency, µM (series often up to 114 µM), inactives show top-dose activity change, negative = inhibition, hits mostly inhibitors. 360,000 compounds, 3% hits. AID 485364; note: potency is the fitted concentration of half-maximal effect; nearly all actives have a fitted effect of over 60% in size
#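 First, TGR (20 nM dispensed) and NADPH were mixed with compound. Second, a 15 min room-temperature incubation followed. Third, further NADPH and then DTNB were added to start the reaction. Finally, TNB absorbance was monitored kinetically.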
# FBPA Giardia inh: inhibitors of Giardia lamblia fructose-1,6-bisphosphate aldolase. A8B2U2. purified Giardia FBPA. Potency, µM (titrated, usually from 59.6 µM), inactives show at the top dose activity, negative = inhibition, hits mostly inhibitors. 290,000 compounds, 0.71% hits. AID 2451; note: potency is the fitted concentration of half-maximal effect; nearly all actives have a fitted effect of over 55% in size
# Target sequence (A8B2U2 whole entry, looked up): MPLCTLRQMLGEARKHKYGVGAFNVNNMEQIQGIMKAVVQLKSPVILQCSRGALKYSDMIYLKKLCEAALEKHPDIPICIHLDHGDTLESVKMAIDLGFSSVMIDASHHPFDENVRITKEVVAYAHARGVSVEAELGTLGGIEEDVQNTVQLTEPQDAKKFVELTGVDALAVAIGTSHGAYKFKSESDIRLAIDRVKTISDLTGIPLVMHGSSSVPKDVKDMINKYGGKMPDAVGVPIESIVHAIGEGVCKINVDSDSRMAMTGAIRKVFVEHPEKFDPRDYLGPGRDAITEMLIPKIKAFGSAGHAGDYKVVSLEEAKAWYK
#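 Giardia FBPA (40 nM reagent) was preincubated 10 min at RT with compound (up to 57.5 uM final), then substrate plus GAPDH/TPI/NAD/arsenate coupling system with diaphorase/resazurin was added; resorufin fluorescence (525/598 nm) was read after 20 min.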
# * hit, by the source's call; ? = inconclusive; nt = not tested or not shown; [ ] = dose if it differs, or a comment. Unless noted, calls come from the whole dose curve; as a rule, active = well fitted curve in the direction sought with a large enough effect; inconclusive = small, poorly fitted or top-dose-only effect, or another doubt; inactive = no such curve, though single readings can be large; an effect the other way counts as inactive or inconclusive. Unless noted, % is set by controls: 0 for no effect and ±100 for the full control effect. The order is random; about 7.8% have a hit in one of these screens.
# Values run as follows: AMA1 RON2 block, HCMV inh, AmpC detergent, AmpC no deterg, Sm TGR block, FBPA Giardia inh
- COCCn1c(-c2ccc(OC)cc2)cnc1SCC(=O)Nc1cc(C)on1
  9.5%, -86.2*, ?, -9.9%, 0.0%, 1.7%
- COc1ccc(S(=O)(=O)N2CCCCC2)cc1NC(=O)c1cccs1
  1.9%, ?, -3.0%, -2.3%, 7.0%, nt
- Cc1ccc(-c2nc(S(=O)(=O)c3ccccc3)c(SCC(=O)NCC3CCCO3)o2)cc1 (stereo unspecified)
  -4.0%, -60.0*, -0.8%, 102.4%[activator], -26.3%, -12.4%
- O=C(CN1CCCCC1)NC(=O)Nc1ccccc1F
  5.8%, 5.0, -19.5%, -14.4%, -2.3%, nt
- CC1CC(C)CN(C(=O)COC(=O)/C=C/c2ccco2)C1 (stereo unspecified)
  -11.0%[11.6 µM], ?, nt, -5.0%, nt, nt
- O=C(O)c1cc([N+](=O)[O-])ccc1NCCO
  -5.1%, 4.0, -1.5%, -21.7%, -13.2%, 6.5%
- N=C1S/C(=C\c2ccco2)C(=O)N1c1nccs1
  54.4%[activator], -115.1*, 1.9%, -43.2%, 22.4µM*, -18.1%
- COC(=O)c1cc2c(C)c(C)c3ccccn3c-2c1C(=O)OC
  -4.5%, -36.1, -1.1%, 9.4%, -15.4%, -7.2%
- Cc1c(NC(=O)Cc2noc3ccccc23)cccc1[N+](=O)[O-]
  25.3%, -21.7, 3.4%, -20.8%, 1.5%, -0.5%
- Nc1nc(NCc2ccco2)nc(N2CCCCC2)c1[N+](=O)[O-]
  -16.7%, 24.2, -0.1%, -10.7%, -9.8%, -1.5%
- Cc1nc2ccccc2c2oc(C(=O)NC3CC3)cc12
  -10.5%, -35.8, -11.0%, -18.5%, 3.4%, -9.6%
- Cc1cc(C)cc(NC(=O)Cc2ccc(NC3=NC4CS(=O)(=O)CC4S3)cc2)c1 (stereo unspecified)
  8.3%, 33.2, -8.0%, -1.4%, -22.8%, -23.0%
- CCC(CC)C(=O)NCCCN1CCOCC1
  19.9%[2.32 µM], -32.8, -7.1%, -10.7%, 7.4%, 14.0%
- CCn1c(C)nc2cc(C(=O)N/N=C(\C)c3ccc(OC)cc3O)ccc21
  56.5%[activator], ?, -11.9%, 113.8%[activator], 6.6%, 4.4%
- CCOC(=O)c1ccc(NC(=O)COCc2cc(-c3ccc4c(c3)OCO4)on2)cc1
  nt, -13.1, 10.4%, nt, -3.0%, nt
- Cc1ccc(NC2=CC(=O)OC(C)C2)cc1 (stereo unspecified)
  -12.7%, 20.3, 4.8%, 1.7%, -9.3%, 0.0%
- O=C(Nc1ccc(Cl)cc1)c1sccc1-n1cccc1
  -19.0%, 28.2, 1.0%, -36.8%, 4.6%, -2.8%
- COc1ccccc1C(=O)Nc1ccc2c(c1)nc(CCNC(C)=O)n2C
  -7.4%, 28.3, 1.8%, -2.2%, 10.3%, -0.4%
- Cc1cccc(Oc2ncc(-c3ccc(Cl)cc3)cn2)c1C
  17.0%, 41.3, -5.8%, -18.3%, 0.0%, 3.0%
- O=C(CCNC(=O)c1ccco1)NCc1ccc(C(=O)O)cc1
  -9.9%, 18.5, nt, -15.4%, nt, nt
- Cc1ccc(S(=O)(=O)N2CC=C(C(=O)NC3CC3)CC2)cc1
  17.2%, -27.9, 1.4%, -10.2%, -8.5%, 3.0%
- CC(C)CN(C(=O)c1ccc(S(=O)(=O)N2CCCCC2)cc1)C1CCS(=O)(=O)C1 (stereo unspecified)
  -3.5%, -21.8, -14.1%, -8.1%, 0.4%, nt
- CSCCC(NC(=O)COc1ccccc1)C(=O)N1CC(C)OC(C)C1 (stereo unspecified)
  8.9%, 33.6, -4.2%, -6.1%, -2.6%, nt
- Cc1cc(C)cc(NC(=O)Cc2csc(COc3cccc(C)c3)n2)c1
  nt, 4.7, 11.0%, nt, 0.6%, nt
- Cc1ccc(S(=O)(=O)C(CNC(=O)C(C)C)c2cccs2)cc1 (stereo unspecified)
  -15.0%, 22.7, ?, -1.9%, -0.2%, 12.5%
- CCCCN(C)C(=O)c1ccc(S(=O)(=O)N2CCOCC2)cc1
  -5.4%, 12.4, ?, 3.8%, -2.6%, 7.7%
- Cc1cc(-c2ccccc2)cc(C)[n+]1Cc1ccccc1
  4.2%, -92.6*, -13.9%, -8.0%, -6.9%, nt
- CCNC(=O)Nn1c(-c2ccccc2)nc2ccccc2c1=O
  0.9%, 26.6, -8.9%, 0.0%, 8.4%, 6.5%[12.9 µM]
- O=C(Nc1ccccc1C(F)(F)F)c1ccc2oc(=O)c(S(=O)(=O)c3ccc(F)cc3)cc2c1
  nt, -1.9, -2.4%, nt, 0.9%, nt
- Cn1c(N)cc(-c2ccc(F)cc2)c(C#N)c1=O
  5.3%, 6.2, -5.4%, -8.9%, 8.4%, 3.7%
- CCOc1ccc(NC(=O)[C@H](Cc2ccccc2)N2Cc3ccccc3C2=O)cc1
  nt, 7.1, -5.9%, nt, 2.6%, nt
- Cc1ccc(NC(=O)COC(=O)CN2C(=O)NC(C)(C)C2=O)cc1S(=O)(=O)N1CCOCC1
  -9.4%, 20.9, 0.1%, 4.1%, -1.1%, 3.5%
- O=C(CN1C(=O)NC2(CCc3ccccc32)C1=O)c1ccc(Cl)cc1 (stereo unspecified)
  5.8%, -15.7, -20.2%, -25.8%, -0.4%, nt
- Cc1c(Cl)cccc1NC(=S)N1CCN(S(=O)(=O)c2cccs2)CC1
  1.3%, -22.4, -9.9%, -37.0%, -0.5%, -5.1%
- Cc1cccc(CCNC(=O)c2cc3ccccn3n2)c1
  nt, 64.6, -0.1%, nt, 13.5%, nt
- CCCCCn1c(N2CCCC2)nc2c1c(=O)n(C)c(=O)n2C
  6.7%, -17.7, -8.6%, 31.8%, -24.3%, 9.1%
- CS(=O)(=O)c1ccc(Cl)c(NC(=O)C2CC(=O)N(c3ccc4c(c3)OCCO4)C2)c1 (stereo unspecified)
  1.0%, 97.3, 1.2%, 3.8%, 1.2%, nt
- CCc1ccc2[nH]c(=O)c(CN(CCN(C)C)C(=O)Nc3ccccc3OC)cc2c1
  3.0%, -12.9, -10.0%, 51.3%, -25.0%, 6.3%
- CC(C(=O)Nc1ccc2[nH]c(=O)[nH]c2c1)N1CCN(Cc2ccc3c(c2)OCO3)CC1 (stereo unspecified)
  -8.3%, 23.0, -6.2%, -20.3%, -9.3%, nt
- CCOC(=O)N1CCN(c2ccc(C(F)(F)F)cn2)CC1
  11.6%, -17.0, -0.6%, 6.0%, 5.2%, 7.6%
- CCOC(=O)c1cnn2c(C(F)F)cc(C3CC3)nc12
  2.7%, 14.7, -3.6%, -14.7%, -1.0%, 4.8%
- Cc1[nH]c2ccc(Br)cc2c1CCNC(=O)c1cc2ccccc2oc1=O
  nt, -11.3, -2.2%, nt, -2.6%, nt
- Cc1cc(C)nc(NNS(=O)(=O)c2c(C)cc(C(C)(C)C)cc2C)n1
  -1.3%, -32.9, 19.2%, 10.4%, -8.8%, nt
- COCc1nc2ccccc2n1CCOc1cccc(C)c1
  nt, -0.5, -2.5%, nt, -1.4%, nt
- CCOC(=O)c1nc(SC)n(C)c1C(=O)OCC
  16.5%, -8.8, -3.2%, -9.3%, -2.4%, 1.8%
- CCOc1ccccc1CNc1nnnn1C
  -14.5%, 10.7, 4.3%, -6.6%, 8.3%, 1.9%
- Cc1c(NC(=O)Nc2ccc(Cl)c(C(F)(F)F)c2)c(=O)n(-c2ccccc2)n1C
  nt, -5.2, 9.3%, nt, 5.6%, nt
- CC(C)c1nc(-c2c(N)n(C)c(=O)n(C)c2=O)sc1C(=O)C(C)(C)C
  12.3%, -22.4, -4.1%, 4.6%, 0.1%, -0.7%
- CN(C)[C@@H]1C(=O)C(C(N)=O)=C(O)[C@@]2(O)C(=O)C3=C(O)c4c(O)ccc(Cl)c4[C@@](C)(O)[C@H]3C[C@@H]12
  -15.4%, 36.9, 0.1%, -37.2%, ?, -5.7%
- CCCc1c(C)nc(N2CCN(c3ccccc3OC)CC2)[nH]c1=O
  -5.0%, 53.4, -5.1%, -44.8%, 2.8%, 0.6%
- CCCCCOC(=O)C1C(c2ccccc2)C(C(=O)O)C1c1ccccc1 (stereo unspecified)
  -7.7%, -93.1*, ?, -15.8%, 5.0%, 17.9%
- Cc1ccccc1NC(=O)N1CCCC(c2nc(-c3ccc(F)cc3)no2)C1 (stereo unspecified)
  -2.5%, 2.3, ?, 12.5%, -26.0%, -0.1%
- COc1ccc(CCn2c(C)cc(C(=O)CCl)c2C)cc1OC
  -10.8%, -100.2*, -18.3%, -13.1%[11.4 µM], 11.2µM*, -4.7%
- CC(=O)Nc1ccc(/C=N/NC(=O)c2cccs2)cc1
  -6.0%, 5.6, -2.7%, -24.1%, -0.3%, 4.8%
- COc1ccc(-n2nc(C(=O)NCC(=O)NCCCN3CC(C)CC(C)C3)c3ccccc3c2=O)cc1 (stereo unspecified)
  10.8%, -28.5, -7.8%, 15.1%, -9.6%, 10.2%
- O=C(Nc1ncccc1Cl)c1cccc(F)c1
  6.6%, -30.6, ?, -10.1%, -0.2%, 0.3%

# Structural class, the entries above with a Cl atom.
# Values run as follows: AMA1 RON2 block, HCMV inh, AmpC detergent, AmpC no deterg, Sm TGR block, FBPA Giardia inh
- O=C(Nc1ccc(Cl)cc1)c1sccc1-n1cccc1
  -19.0%, 28.2, 1.0%, -36.8%, 4.6%, -2.8%
- Cc1cccc(Oc2ncc(-c3ccc(Cl)cc3)cn2)c1C
  17.0%, 41.3, -5.8%, -18.3%, 0.0%, 3.0%
- O=C(CN1C(=O)NC2(CCc3ccccc32)C1=O)c1ccc(Cl)cc1 (stereo unspecified)
  5.8%, -15.7, -20.2%, -25.8%, -0.4%, nt
- Cc1c(Cl)cccc1NC(=S)N1CCN(S(=O)(=O)c2cccs2)CC1
  1.3%, -22.4, -9.9%, -37.0%, -0.5%, -5.1%
- CS(=O)(=O)c1ccc(Cl)c(NC(=O)C2CC(=O)N(c3ccc4c(c3)OCCO4)C2)c1 (stereo unspecified)
  1.0%, 97.3, 1.2%, 3.8%, 1.2%, nt
- Cc1c(NC(=O)Nc2ccc(Cl)c(C(F)(F)F)c2)c(=O)n(-c2ccccc2)n1C
  nt, -5.2, 9.3%, nt, 5.6%, nt
- CN(C)[C@@H]1C(=O)C(C(N)=O)=C(O)[C@@]2(O)C(=O)C3=C(O)c4c(O)ccc(Cl)c4[C@@](C)(O)[C@H]3C[C@@H]12
  -15.4%, 36.9, 0.1%, -37.2%, ?, -5.7%
- COc1ccc(CCn2c(C)cc(C(=O)CCl)c2C)cc1OC
  -10.8%, -100.2*, -18.3%, -13.1%[11.4 µM], 11.2µM*, -4.7%
- O=C(Nc1ncccc1Cl)c1cccc(F)c1
  6.6%, -30.6, ?, -10.1%, -0.2%, 0.3%
